# High-throughput results: PubChem BioAssay, several laboratories
# STK33 inh: inhibitors of purified STK33 kinase, primary screen, biochemical, ADP-Glo luminescence, homogeneous, cell-free. Serine/threonine-protein kinase 33 (Homo sapiens), Q9BYT3. MBP phosphorylation. inhibition, % at 10 µM. actives 0.073% (n = 320,000);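 active = inhibition at or above 25%, using the most active replicate where run in duplicate; inactive = inhibition below 25%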
# Target sequence (Q9BYT3 whole entry, looked up): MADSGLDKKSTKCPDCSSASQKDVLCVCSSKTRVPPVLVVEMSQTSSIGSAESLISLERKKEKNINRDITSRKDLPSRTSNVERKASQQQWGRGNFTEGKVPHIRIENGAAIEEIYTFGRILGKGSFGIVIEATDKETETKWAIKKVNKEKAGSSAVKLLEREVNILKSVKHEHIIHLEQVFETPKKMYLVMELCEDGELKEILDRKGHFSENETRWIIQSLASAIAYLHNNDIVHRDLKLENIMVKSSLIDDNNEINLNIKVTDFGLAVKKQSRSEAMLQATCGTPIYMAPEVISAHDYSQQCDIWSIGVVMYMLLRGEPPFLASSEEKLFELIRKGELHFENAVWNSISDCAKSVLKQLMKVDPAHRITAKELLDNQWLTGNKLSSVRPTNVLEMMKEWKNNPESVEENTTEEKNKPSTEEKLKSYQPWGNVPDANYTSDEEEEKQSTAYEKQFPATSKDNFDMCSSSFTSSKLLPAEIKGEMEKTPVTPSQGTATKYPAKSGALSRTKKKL
# OX1R antag: antagonists of human orexin 1 receptor (OX1R); inhibition, % at 6.6 µM; OX1R-expressing cells, FRET antagonist read-out; actives 1.8% (n = 330,000); Orexin/Hypocretin receptor type 1 (Homo sapiens), O43613; in the data active = inhibition mostly above about 38%, no sharp cut-off; inactive = mostly below about 40%;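 also: 0% = agonist challenge alone and 100% = reference antagonist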
# Target sequence (O43613 whole entry, looked up): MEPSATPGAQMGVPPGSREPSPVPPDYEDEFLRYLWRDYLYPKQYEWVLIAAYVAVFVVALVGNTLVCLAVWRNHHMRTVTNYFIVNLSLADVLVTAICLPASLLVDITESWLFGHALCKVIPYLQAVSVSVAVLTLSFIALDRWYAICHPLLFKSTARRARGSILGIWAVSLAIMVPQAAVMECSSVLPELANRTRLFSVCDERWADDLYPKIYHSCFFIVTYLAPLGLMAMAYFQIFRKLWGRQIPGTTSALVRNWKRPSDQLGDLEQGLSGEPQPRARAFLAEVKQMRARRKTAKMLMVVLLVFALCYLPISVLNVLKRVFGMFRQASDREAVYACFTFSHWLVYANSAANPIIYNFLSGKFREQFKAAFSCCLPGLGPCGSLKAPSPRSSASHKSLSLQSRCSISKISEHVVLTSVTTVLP
# KCNQ2 inh: KCNQ2 potassium channel inhibitors, primary screen, cell-based, CHO-K1, FluxOR thallium flux, B-score (AID 2156); Potassium voltage-gated channel subfamily KQT member 2 (Rattus norvegicus), O88943; actives 1.1% (n = 310,000); B-score at 10 µM; 20 min; active compounds read low;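 active = fluorescence ratio B-score at most minus 3 library SDs, with starting brightness B-score within 2 library SDs, cut at about -5.5 in these data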
# Active calls of the source: *; i = inactive; nt = no result given.
SMILES,STK33 inh,OX1R antag,KCNQ2 inh
CCCS(=O)(=O)N1CCCC(C(=O)N2CCN(C(=O)OCC)CC2)C1 (stereo not given),0.5,7,i
N#Cc1cccc(NC(=O)CSc2nnc(C3CC3)n2C2CC2)c1,-0.4,10,nt
N#C/C(=C\c1ccc(OCc2ccc(Cl)cc2)cc1)C(=O)Nc1cccc(C(=O)O)c1,-1.1,7,i
CC(=O)Cc1nsc(NC(=O)c2ccc(-c3ccc(Cl)c(C(F)(F)F)c3)o2)n1,2.5,19,i
CC1=NN2C(=N)/C(=C\c3cc(C)n(-c4cccc(C)c4)c3C)C(=O)N=C2S1,0.1,14,i
CC1=CC(C)(C)n2c(O)c(N=NC(N)=S)c3cc(C)cc1c32,-1.3,27,i
C=CCn1cc(/C=N/N2C(=O)C3C4C=CC(C4)C3C2=O)c2ccccc21 (stereo not given),-1.3,2,i
COc1ccc(C(=O)CC(c2ccccc2)C2C(=O)CCCC2=O)cc1 (stereo not given),-0.1,9,i
CCc1noc(C)c1C(=O)Nc1nc2ccc(S(C)(=O)=O)cc2s1,2.7,15,i
CCN(CC)c1ccc(NC(=O)c2nc3nc(C)cc(C(F)F)n3n2)cc1,0.0,17,i
COc1ccc(C(=O)N/N=C(\C)CC(=O)Nc2ccc(N(C)C)cc2)c(OC)c1,-1.6,1,i
O=C1NC(=O)c2cc(NC(=O)C3CCCO3)ccc21 (stereo not given),0.6,14,i
Fc1ccc(-c2nnc(CSc3nnc(-c4cccs4)o3)o2)cc1,0.3,20,i
Cc1ccc(NC(=O)CN2C(=O)CSc3ccc(S(=O)(=O)N4CCCCC4)cc32)cc1,-0.8,4,i
Cc1nn(C)cc1S(=O)(=O)NC1CCCC1,1.0,33,i
Cc1nn(-c2ccccc2)nc1CNC(=O)C(C)Cc1ccccc1 (stereo not given),-0.7,40,i
O=C(CSc1ncccc1C(=O)O)NCCC1=CCCCC1,-1.7,13,i
O=C(COC(=O)[C@H](Cc1ccccc1)NC(=O)c1cccs1)Nc1cc(F)ccc1F,9.8,25,i
CCOC(=O)NC(O)C(=O)c1ccc(F)cc1 (stereo not given),nt,9,i
COc1ccc(/C=N/OCC(=O)OCC(=O)N(C)c2ccccc2)cc1,0.0,9,i
C=C(C)CSc1nc2c(c(=O)[nH]c(=O)n2C)n1CCC(C)C,-1.1,7,i
Cc1cccnc1CN1CCN(Cc2nc(C(c3ccccc3)c3ccccc3)no2)CC1,-0.2,14,i
COc1ccc(C(=O)N/N=C(\C)CC(=O)Nc2cccc(C(F)(F)F)c2)cc1,-10,3,i
O=C(Nc1nnc(Cc2ccccc2)s1)Nc1ccccc1F,0.0,34,i
COc1ccc(C2C3=C(CC(c4ccco4)CC3=O)Nc3ccccc3N2C(C)=O)cc1 (stereo not given),0.2,10,i
COc1ccc(Cc2nnc(NS(=O)(=O)c3ccccc3)s2)cc1,-0.9,10,i
COc1ccccc1NC(=O)Nc1nc(CC(=O)N2CCN(c3ccc(F)cc3)CC2)cs1,nt,13,i
O=C(CNc1cccc(S(=O)(=O)N2CCCC2)c1)Nc1cccc(C(F)(F)F)c1,-3.0,15,nt
O=C(NC(Cc1cccc(F)c1)C(=O)O)C1CCCCC1 (stereo not given),0.6,3,nt
C[C@H]1CN([C@@H](C)CO)C(=O)Cc2cc(NC(=O)Cc3ccccc3)ccc2O[C@H]1CN(C)C(=O)Nc1cccc2ccccc12,1.1,21,nt
COc1cccc(N2CC(C(=O)Nc3nnc(SCc4ccccn4)s3)CC2=O)c1 (stereo not given),-1.0,3,i
CC1CN(Cc2nc3c(c(=O)[nH]c(=O)n3C)n2CCN2CCOCC2)CC(C)O1 (stereo not given),-1.3,10,i
CCc1nnc(NC(=O)C2CCN(c3ncnc4sc(C)c(C)c34)CC2)s1,0.6,2,nt
COC(=O)C1=CN(c2ccc(OC)cc2)C=C(C(=O)OC)C1c1cccc(F)c1,-0.7,2,i
Cc1c(NC(=O)C2CCN(S(=O)(=O)c3ccccc3)CC2)c(=O)n(-c2ccccc2)n1C,0.8,32,i
CN(C)c1ccc(CNC(=O)CN(C)S(=O)(=O)c2cccc3cccnc23)cc1,-2.6,24,i
O=C(NCC(c1cccnc1)N1CCOCC1)Nc1ccccc1 (stereo not given),-1.8,8,i
COC(=O)c1c(C)[nH]c(C(=O)CN2C(=O)C3CC=CCC3C2=O)c1C (stereo not given),-3.0,1,nt
COc1ccc(C2CC(=O)c3cnc(NC(=O)c4ccccc4)nc3C2)cc1OC (stereo not given),nt,12,i
COc1ccc(C2=NOC(CNC(N)=S)C2)cc1 (stereo not given),-2.4,30,i
Cc1ccc(-c2csc(N(CC3CCCO3)C(=O)c3ccco3)n2)cc1 (stereo not given),-0.2,13,i
COc1cc(OC)c2c(=O)c(OC)c(-c3ccc(OC)c(OC)c3)oc2c1,-0.7,31,i
CCOC(=O)/C(C#N)=C/Nc1ccsc1C(=O)OC,-0.3,0,i
O=C(NC1CCCC1)C(c1cccs1)N(C(=O)c1ccco1)c1ccc2c(c1)OCCO2 (stereo not given),6.1,29,i
FC(F)(F)c1ccc(-c2noc(CN3CCCN(C4CCCCC4)CC3)n2)cc1,-1.6,5,i
COc1ccccc1NC(=O)CSc1nn2c(=O)c(C)nnc2s1,-0.1,17,i
O=C(Cc1ccc(Cl)cc1)NCCS(=O)(=O)N1CCN(c2ccccc2F)CC1,-0.7,14,i
COc1ccccc1C(=O)NCc1ccncc1,0.7,13,i
Cc1ccc2cccc(OCc3ccc(F)cc3)c2n1,0.2,-1,i
CC(=O)COc1ccccc1OC(=O)c1ccco1,1.1,9,i
CCCCN(C)C(=O)Cn1nc(-c2ccc(Cl)cc2)ccc1=O,-0.8,22,i
Cc1ccc(NC(=O)N2CCc3ccccc3C2)c(C)c1,-1.0,18,i
Cc1nc(CC(C)C)cc(C(=O)N2CCCC(CNS(=O)(=O)c3cccs3)C2)n1 (stereo not given),0.1,24,i
COc1ccc(N2CCN(C(c3cccs3)C(C)NC(=O)C(=O)N3CCCCC3)CC2)cc1 (stereo not given),-0.1,10,i
Cc1ccc(-n2ncc(C#N)c2/N=C/N(C)C)cc1,1.1,11,i
CCCCN1C=C(C(=O)OC)C(c2ccccc2Cl)C(C(=O)OC)=C1,-0.5,16,i
CCOC(=O)C1C(C)N=C2SCC(=O)N2C1c1cccc(Br)c1 (stereo not given),-0.4,22,i
COc1ccccc1C(=O)NC(=O)COC(=O)c1cnc(C)cn1,-1.2,12,i
O=C(NN1C(=O)c2ccccc2C1=O)c1ccccc1[N+](=O)[O-],0.4,32,i
Cc1cc2cc(C(c3nnnn3Cc3ccco3)N3CCCCC3)c(=O)[nH]c2cc1C (stereo not given),-0.5,5,i

# One compound at a time (already shown):
# Cc1nn(C)cc1S(=O)(=O)NC1CCCC1 across the screens: STK33 inh: 1.0; OX1R antag: 33; KCNQ2 inh: i
# O=C(NN1C(=O)c2ccccc2C1=O)c1ccccc1[N+](=O)[O-] across the screens: STK33 inh: 0.4; OX1R antag: 32; KCNQ2 inh: i
# Cc1ccc(-n2ncc(C#N)c2/N=C/N(C)C)cc1 across the screens: STK33 inh: 1.1; OX1R antag: 11; KCNQ2 inh: i

# The listing continues:
SMILES,STK33 inh,OX1R antag,KCNQ2 inh
Cc1nnc(SCc2ccc(C(=O)c3ccc(Cl)cc3)o2)n1-c1ccccc1,-1.0,6,i
CN(C)C=Nc1ccc2nc3c(cc2c1)[nH]c1ccccc13,6.9,55*,i
Cn1c(=O)c(C(=O)CSc2ccccc2)c(N)n(Cc2ccccc2)c1=O,1.2,6,i
CCOC(=O)Nc1c(C)n(C)n(-c2ccccc2)c1=O,-1.3,13,i
CCOC(=O)N1CCN(C(=O)C2CCN(S(=O)(=O)c3c(C)cc(C)cc3C)CC2)CC1,0.9,18,i
COCCCNC(=O)C(=O)NCCCOC(C)C,-1.4,17,i
COc1ccc(C(CNC(=O)Cc2cc(OC)c(OC)c(OC)c2)N2CCCC2)cc1 (stereo not given),-4.5,9,i
CC(C)NC(=O)COc1coc(CN2CCN(Cc3ccccc3)CC2)cc1=O,-1.2,9,i
Cc1ccccc1CCNC(=O)C1CCC(=O)N(C2CCCCCC2)C1 (stereo not given),0.6,30,i
CCCc1nnc(SCC(=O)Nc2cc(C)on2)n1CCOC,0.1,12,i
COc1ccc(CNC(=S)Nc2ccc(S(N)(=O)=O)cc2)cc1,0.7,18,i
COc1cc(-c2noc(C)c2-c2ccc(N(C)C)nc2)cc(OC)c1OC,-0.3,75*,i
O=c1c2c(ncn1Cc1ccccc1)nc1n2CCC1,-1.3,10,i
COc1ccc(OC)c(C2=NOC(C(=O)Nc3cc(C)on3)C2)c1 (stereo not given),7.0,9,i
O=C(N1CCCCC1)N1CCN(S(=O)(=O)c2ccccc2)CC1,0.1,5,i
Cc1nc2sccn2c(=O)c1S(=O)(=O)N1CCN(c2cccc(Cl)c2)CC1,-4.0,4,i
Cc1ccc(S(=O)(=O)NCCCNS(=O)(=O)c2ccc(C)cc2)cc1,0.2,-1,nt
COc1ccc(OC)c(N(CC(=O)NCCSC2CCCCC2)S(=O)(=O)c2ccccc2)c1,-1.4,48,i
O=C(CSCC(=O)N1CCOCC1)Nc1nc(-c2ccccc2)cs1,-1.2,3,i
CC(C)(C)NC(=O)CN(Cc1cccs1)C(=O)CCN1CCc2ccccc21,-1.0,20,i
CCOC(=O)N1CN(C(=O)OCC)CN(C(=O)OCC)C1,3.2,11,i
O=C1NC2(Nc3ccccc31)C(=O)Nc1ccc(Br)cc12 (stereo not given),-1.4,18,-6.2*
COc1ccc(C(=O)N/N=C(\C)CC(=O)N2CCN(C=O)CC2)cc1,1.8,23,i
CCc1nc2ccccc2c(C(=O)OCc2nnc(-c3ccccc3)o2)c1C,-1.3,26,i
CCNc1ccc(C(=O)OCC(=O)N2CCCC2)cc1[N+](=O)[O-],0.1,140*,i
Cc1ccc(/C=C/C(=O)OCC(=O)NCCN2C(=O)CSC2=O)cc1,-0.7,12,i
Cc1ccc(C(C)C)cc1S(=O)(=O)NC1CC(C)(C)NC(C)(C)C1,-0.5,9,i
CCOc1ccc(-c2nc(C)sc2CC(=O)O)cc1,1.0,12,i
COc1ccc(C(=O)Nc2ccc(-c3n[nH]c(=S)o3)cc2)cc1OC,-0.3,10,i
O=C1CC(C(=O)Nc2ccc(F)c(Cl)c2)N=C(N2CCCCC2)N1 (stereo not given),-0.2,12,i
Cc1cc(C)nc(N2CCC(C(=O)NCc3cccc(C(F)(F)F)c3)CC2)n1,-1.0,12,i
COC(=O)[C@H](CCSC)NC(=O)NCCc1ccccc1F,-1.8,7,i
COc1ccc(C2NC(=O)NC(C)=C2[N+](=O)[O-])cc1OC (stereo not given),-2.6,19,i
COc1ccc(NC(=O)CN2C(=O)COc3ccc(C)cc32)cc1,0.7,9,i
CCNC(=O)n1nccc1C(C)Oc1ccccc1 (stereo not given),-4.5,11,i
O=C(NCCc1c[nH]c2ccccc12)C(=O)Nc1ccccc1,-0.2,11,i
C(=N\n1cnnc1)/c1nc2ccccc2[nH]1,5.2,30,i
CCN(Cc1ccccc1)C(=O)C1CCN(CC2CC=CCC2)CC1 (stereo not given),0.6,13,i
CCCOC1CCCN(Cc2nc(-c3cnccn3)no2)C1 (stereo not given),0.2,22,i
CCSCCOC(=O)C1=C(C)NC(=O)NC1c1cccc(OC)c1OC (stereo not given),-2.6,17,i
COc1ccc(CCn2c(=N)c(C(=O)NC3CCCC3)cc3c(=O)n4cccc(C)c4nc32)cc1,0.1,14,i
CCc1ccc2nc(SCC(=O)N3CCCCC3)c(C#N)cc2c1,-4.5,25,i
COc1ccccc1CNC(=O)c1ccc2c(c1)OCO2,-0.1,21,i
COc1ccc(C(=O)Nc2cccc(NC(=O)c3cccs3)c2)cc1OC,1.3,75*,i
COc1cc2c(-c3ccc4cc[nH]c4c3)c(-c3ccsc3)oc(=O)c2cc1OC,-1.8,13,nt
N#Cc1sc2nccc(Nc3ccccc3)c2c1N,2.9,11,i
COc1ccc(OC)c(/C=N/NC(=O)CCCC(=O)Nc2cccc(Br)c2)c1,0.4,14,i
COc1cc(C=O)ccc1OS(=O)(=O)c1ccc(NC(C)=O)cc1,1.1,17,i
CCOC(=O)CSc1nnc(-c2cccs2)n1-c1ccccc1,-1.1,30,i

# Part of the list above, with each value named.
COc1ccccc1CNC(=O)c1ccc2c(c1)OCO2
  STK33 inh: -0.1
  OX1R antag: 21
  KCNQ2 inh: i
COc1ccc(C(=O)Nc2cccc(NC(=O)c3cccs3)c2)cc1OC
  STK33 inh: 1.3
  OX1R antag: 75*
  KCNQ2 inh: i
COc1cc2c(-c3ccc4cc[nH]c4c3)c(-c3ccsc3)oc(=O)c2cc1OC
  STK33 inh: -1.8
  OX1R antag: 13
  KCNQ2 inh: nt
N#Cc1sc2nccc(Nc3ccccc3)c2c1N
  STK33 inh: 2.9
  OX1R antag: 11
  KCNQ2 inh: i

# An unsorted share of the library (roughly 2.7% active in at least one column).
